Compound activity: PubChem, several laboratories
Myeloid diff MLP – promotes myeloid progenitor differentiation | 360,000 tested, 1% active | calls only at 10 µM | ER-HoxA9 myeloid progenitors, lysozyme-GFP differentiation, flow cytometry;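 active = normalized GFP-positive differentiation at or above the plate's own cutoff, the solvent-only control mean plus 3 SD; inconclusive = no clear call, values can overlap the other calls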;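 note: cells exposed to compound for four days before flow analysis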
West Nile virus CPE – inhibition of WNV-induced cytopathic effect – cell-based, CPE readout (AID 1621); West Nile virus-infected cells, CPE inhibition; higher % means a stronger effect; one-dose CPE inhibition, % at 10 µM; IC50 in µM for titrated hits; 290,000 tested, 0.02% active; in the data active = a potency from the dose series; inconclusive = CPE inhibition mostly from about 3.7% at the one dose, without a potency; inactive = the rest, 99 in 100 with CPE inhibition below about 2.2%; note: strong numbers were not always called active
T cell modulator – modulates CD8 T cell binding to vesicles; 2C CD8+ T cell-vesicle binding, flow cytometry; active compounds read low; calls only at 7 µM; 330,000 tested, 0.068% active; AID 2052;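 active = response, share of CD8 T cells binding vesicles, and their 90th percentile fluorescence all below set limits, cut at about 80% in these data, passing the limit was not always enough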
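incubation = binding step 1.5 h, 37 °C, antibody labelling 20 min, ice | test system = 2C mouse CD8+ T cells | read-out basis = percent CD8+ FL2 mean versus row control | controls = Peptide-free naked vesicles (low) and QL9 vesicles with 0.7% DMSO vehicle (high) | detection = flow cytometry of vesicle-bound cells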
Autophagy HCS – autophagy modulation, high-content screen | MEF GFP-LC3 puncta imaging; test concentration mostly 10 µM | calls only at 10 µM (by protocol) | 190,000 tested, 0.98% active | AID 463193;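 active = percentage of spot-positive cells more than 3 SD above its plate mean, without a fluorescence outlier flag or 80% toxicity; inconclusive = no clear call, values can overlap the other calls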;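 note: spot-positive cell cutoff set from DMSO-treated cells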
WT yeast gro inh – growth inhibition of WT yeast, mitochondrial fusion screen. inhibition, % at 10 µM. mitochondrial fusion phenotypic screen, WT strain. 190,000 tested, 2.1% active. AID 1362; in the data active = inhibition above about 58%; tested in S. cerevisiae
Ins promoter up – MIN6 insulin promoter up-regulation; MIN6 insulin promoter-GFP reporter, high-content imaging; active compounds read high; z-score at 5 µM; 190,000 tested, 0.3% active; AID 1625;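 active = z-score above 3 at 5 µM with at least 500 cells counted in the well; inconclusive = wells under 500 cells, flagged as cytotoxic or low count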
bCat nuc transl – modulators of beta-catenin nuclear translocation; HeLa beta-catenin nuclear translocation, immunofluorescence imaging; nuclear translocation activity, % at 5 µM; 190,000 tested, 0.3% active; AID 1665;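 active = nuclear translocation activity above 50% at 5 µM, with a well cell count of 50 or more; inconclusive = wells under 50 cells across six images, flagged as toxic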;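 note: per-cell ratio of nuclear to cytoplasmic median beta-catenin stain intensity; plate controls were DMSO negative control for no effect and GSK-3 inhibitor IX positive control for full effect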
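Read-out: Nuclear/cytoplasmic beta-catenin signal ratio, % activation | Assay system: Human HeLa cell line | Times: 24 h compound exposure at 37°C, 5% CO2 | Signal: Fluorescence imaging of beta-catenin antibody stain plus DAPI | Dosing: 5 µM primary, 0.02–20 µM confirmation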
MT stabilize HCS – microtubule stabilization, imaging screen | % tubulin-high responders, % at 10 µM | 200,000 tested, 0.83% active | HeLa tubulin immunostaining HCS, 24 h; share of cells brighter than vehicle mean+2SD;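 active = plate Z-score above 3 for both tubulin-high and condensed-nucleus cell shares, with cell loss under 80%, at 10 µM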;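 note: anti alpha tubulin signal scored within the nucleus-defined area of each cell; some results filed as inactive read as strong as hits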
Hep lipid drop – modulators of hepatic lipid droplet formation | AML12 mouse hepatocytes, oleate lipid droplets, BODIPY imaging | 240,000 tested, 0.4% active | inhibition, % at 6.5 µM | AID 1656;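 active = lipid droplet intensity inhibited by at least 50%, with more than 500 cells counted; inconclusive = wells with under 300 cells, treated as cytotoxic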
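System: AML12 hepatocytes (mouse). Probe or stimulus: oleic acid at 100 µM to induce lipid droplet formation. Times: overnight treatment with compound plus oleate. Detection: Image-based BODIPY and DAPI two-channel analysis. Evaluation: percent inhibition of filter-corrected integrated lipid droplet intensity per well.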
WT yeast gro inh mutant strain – also measured in WT yeast gro inh; calls as there; inhibition, %; mitochondrial fusion phenotypic screen, mutant strain inhibition
Ins promoter up cell count – also measured in Ins promoter up; calls as there; cell count; measured here: cytotoxicity, nuclei count;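 total cells summed across four imaged fields per well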
Hep lipid drop cells 6.5 µM – further read-out of Hep lipid drop, marked with its call; cell count; measured here: cell count, cytotoxicity flag;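 cells counted across two imaged fields per well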
bCat nuc transl cell count 5 µM – recorded beside bCat nuc transl, whose call it bears; cell count; measured here: cell count, cytotoxicity flag
T cell modulator vesicle-bound % – further read-out of T cell modulator, marked with its call; double positive events, %; measured here: CD8+ vesicle-bound cell fraction;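 binding gate set so that unloaded-vesicle control wells show 10% double positive cells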
MT stabilize HCS Hoechst-high % – recorded beside MT stabilize HCS, whose call it bears; % Hoechst-high responders; measured here: nuclear condensation Hoechst responders;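 share of cells brighter than vehicle mean plus two SD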
MT stabilize HCS cytotoxicity % – also measured in MT stabilize HCS; calls as there; toxicity, %; measured here: cytotoxicity by cell density;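 0% = mean cell density of plate MIN control wells and 100% = no cells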
Autophagy HCS cell loss 18 h – also measured in Autophagy HCS; calls as there; toxicity, %; measured here: cell loss, nuclei count;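 cell loss after 18 h compound exposure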
Myeloid diff MLP GFP+ MAC1+ % – also measured in Myeloid diff MLP; calls as there; GFP+ MAC1+ double positive, %; measured here: differentiation confirmed by MAC1 staining
* marks the source's active call; other numbers are inactive results; i = inactive; ? = inconclusive; . = not tested or not shown; + = active, no number.

SMILES	Myeloid diff MLP	Myeloid diff MLP GFP+ MAC1+ %	West Nile virus CPE	T cell modulator	T cell modulator vesicle-bound %	Autophagy HCS	Autophagy HCS cell loss 18 h	WT yeast gro inh	WT yeast gro inh mutant strain	Ins promoter up	Ins promoter up cell count	bCat nuc transl	bCat nuc transl cell count 5 µM	MT stabilize HCS	MT stabilize HCS Hoechst-high %	MT stabilize HCS cytotoxicity %	Hep lipid drop	Hep lipid drop cells 6.5 µM
Cc1ccc(S(=O)(=O)N(C)C)cc1NC(=O)c1cc(=O)[nH]c2ccccc12	i	0.6	-0.1%	i	24.9	i	23.5	5.8	-13.0	.	.	3.0	966	2.2	1.6	3.1	-7.4	742
CCc1nnc(NS(=O)(=O)c2ccc(NC(=S)NC(=O)c3cccnc3)cc2)s1	+	5.6*	1.6%	i	42.6	i	-7.6	-15.7	-4.2	-0.26	1498	-0.8	965	3.0	2.1	6.1	-0.2	724
COc1cc(/C=N/NC(=O)c2ccc(O)cc2)ccc1OCC(=O)Nc1cccc([N+](=O)[O-])c1	i	0.5	0.6%	i	44.8	.	.	.	.	.	.	.	.	.	.	.	1.9	772
COc1ccc(C(=O)OCC(=O)Nc2ccc(F)c(F)c2F)cc1OC	i	0.7	-0.4%	i	40.9	i	-2.8	-16.3	-13.0	-1.11	1649	-1.1	1385	3.3	2.3	5.0	.	.
O=C(C[n+]1ccccc1)N/N=C/c1ccc(O)cc1	i	0.2	0.2%	i	38.4	i	6.3	9.2	-0.3	1.57	1282	-1.7	942	1.6	1.1	7.4	21.8	707
Cc1ccc(NC(=O)c2c(C)nc3sc(C(=O)NC4CCCC4)c(N)c3c2-c2ccco2)c(C)c1	i	0.5	-0.6%	i	24.9	i	-1.7	-20.7	-7.0	0.93	1736	-1.2	1046	6.2	14.4	6.8	16.4	695
CS(=O)(=O)N(CC(=O)N1CCCC1)Cc1ccc(F)cc1	i	0.6	-0.7%	i	48.8	.	.	.	.	.	.	.	.	.	.	.	-2.7	856
CC(C)OCCCNC(=O)C1CCN(S(=O)(=O)N2CCCC2)CC1	i	0.2	.	i	27.9	i	-4.5	-4.4	-0.4	-0.16	1125	-2.6	1082	3.7	2.9	7.8	-72.9	730
COc1ccc(CCNC(=O)COC(=O)CCC(=O)c2ccc(F)cc2)cc1	i	0.2	-0.3%	i	47.6	i	-3.5	-6.7	4.5	-0.32	1139	-2.3	1007	5.4	2.4	9.1	0.8	717
COc1ccc(C(=O)NCCCn2ccnc2)cc1[N+](=O)[O-]	i	1.0	-0.1%	i	25.4	.	.	.	.	-0.05	1065	-0.6	1409	.	.	.	0.9	642
Cc1ccc(NC(=S)Nc2cccc3cnccc23)c(C)c1	i	0.5	0.0%	i	32.3	i	-1.8	68.7*	56.0*	-0.19	1117	2.0	1093	3.4	3.2	7.2	-12.3	689
O=C(c1ccccc1)N1CCN(C2CCCCC2)CC1	i	0.4	0.1%	i	44.1	i	-8.0	-13.0	-12.5	0.05	1295	-0.3	1220	4.0	2.4	3.1	5.9	745

Individual results from above:
MT stabilize HCS Hoechst-high %, `COc1ccc(CCNC(=O)COC(=O)CCC(=O)c2ccc(F)cc2)cc1` reads 2.4
T cell modulator vesicle-bound %, `COc1cc(/C=N/NC(=O)c2ccc(O)cc2)ccc1OCC(=O)Nc1cccc([N+](=O)[O-])c1` reads 44.8

(continued)
SMILES	Myeloid diff MLP	Myeloid diff MLP GFP+ MAC1+ %	West Nile virus CPE	T cell modulator	T cell modulator vesicle-bound %	Autophagy HCS	Autophagy HCS cell loss 18 h	WT yeast gro inh	WT yeast gro inh mutant strain	Ins promoter up	Ins promoter up cell count	bCat nuc transl	bCat nuc transl cell count 5 µM	MT stabilize HCS	MT stabilize HCS Hoechst-high %	MT stabilize HCS cytotoxicity %	Hep lipid drop	Hep lipid drop cells 6.5 µM
COc1ccccc1C(=O)N/C(N)=N/c1nc2ccccc2o1	i	0.9	-0.1%	i	25.8	i	0.9	5.5	97.9	0.02	1518	1.3	1377	2.4	1.9	8.8	.	.
Cc1ccc2c(c1)c1nnc(SCC(=O)Nc3cccc(Cl)c3C)nc1n2CC(=O)O	i	0.2	0.2%	i	61.9	i	-15.4	3.0	-19.3	0.26	1585	-0.9	961	1.9	1.7	9.2	3.1	684
CCOc1ccc(-n2c(C)nc3cc(C(=O)NCC4CCCO4)ccc32)cc1 (stereo unspecified)	i	1.2	-0.3%	i	4.6	.	.	.	.	.	.	.	.	.	.	.	0.2	806
COc1ccc(S(=O)(=O)N(C)CC(=O)NCCC2=CCCCC2)cc1	i	0.5	-0.1%	i	7.7	i	-0.6	-2.4	-12.0	-0.18	1453	-3.7	1409	10.3	2.5	6.4	.	.
O=C(CCl)Nc1ccc(-c2ccccc2)cc1	i	0.0	-0.3%	i	24.9	i	21.9	-7.6	5.8	-1.15	725	2.2	976	3.0	3.9	0.5	1.8	533
COc1ccc(C(=O)Nc2ccccc2C(=O)NCc2ccco2)cc1OC	i	0.8	1.2%	i	31.8	i	3.7	-5.8	0.2	-0.07	980	2.4	1132	5.2	1.5	14.4	.	.
NC(=O)/C(=N\OC(=O)c1ccco1)c1nc(-c2ccc(Br)cc2)cs1	i	2.9	2.8%	i	22.4	i	-2.0	2.9	-3.5	-0.01	1407	8.1	973	2.9	1.9	2.6	.	.
Cc1ccccc1OCC(=O)NCCCNC(=O)c1ccco1	i	2.1	-0.6%	i	20.7	.	.	.	.	.	.	.	.	.	.	.	3.0	768
O=C(NC1CCCC1)C1CCN(C(=O)NCc2ccccc2)CC1	i	1.1	-0.1%	i	18.1	i	2.3	3.5	9.4	-0.3	1154	-1.5	1046	1.0	2.3	5.2	18.7	745
O=C(/C=C\c1ccc2c(c1)OCO2)Nc1nnc(SCC(=O)OCc2ccccc2)s1	.	.	-0.1%	i	10.9	i	0.6	-4.9	-14.9	0.25	1322	0.2	949	2.3	1.6	2.7	-18.2	592
CCOc1ccc(S(=O)(=O)Nc2nc3ccccc3nc2Nc2ccc(N3CCOCC3)cc2)cc1	i	1.1	-0.6%	i	7.6	i	10.4	8.2	-11.8	0.97	1364	0.9	1072	5.8	2.2	7.8	7.5	702
COCCn1c(C)cc(C(=O)COC(=O)c2ccc(Br)o2)c1C	i	0.5	0.0%	i	19.3	i	2.4	-2.9	9.8	-0.07	1213	-2.0	1106	6.5	2.3	6.3	-22.9	681
Cc1ccc(S(=O)(=O)c2cccc(S(=O)(=O)N3CCOCC3)c2)cc1S(=O)(=O)N1CCOCC1	i	0.6	0.0%	i	50.1	i	-1.5	8.8	-2.7	0.17	1581	-0.7	1405	3.2	2.1	5.1	.	.
O=C(O)CN1C(c2ccccc2O)Nc2ccc(Br)cc2C1c1ccccc1 (stereo unspecified)	i	0.2	0.4%	.	.	i	-13.3	-7.3	-13.7	-0.92	1430	0.5	1040	2.1	1.3	0.8	0.4	728
COc1cc(CN2CCN(C3CCC3)CC2CCO)cc(OC)c1 (stereo unspecified)	i	0.5	-0.4%	i	4.6	.	.	.	.	.	.	.	.	.	.	.	16.5	824
COc1ccc(C2NC(=O)NC(C)=C2C(=O)OCc2ccccc2)cc1 (stereo unspecified)	i	1.1	-0.4%	i	61.2	.	.	.	.	.	.	.	.	.	.	.	-1.0	836
O=C1/C(=N\S(=O)(=O)c2cccs2)C([n+]2cccc(Cc3ccccc3)c2)=C([O-])c2ccccc21	i	0.0	-0.2%	i	33.7	.	.	.	.	6.82*	942*	-0.3	1327	.	.	.	-1.3	645
O=C(Nc1cc(Cl)cc(Cl)c1)N1CCCN(Cc2ccccc2)CC1	i	0.4	0.4%	i	18.4	.	.	.	.	-0.08	1547	-0.6	1163	.	.	.	-7.3	688
CSc1nc2cc(C)nn2c(-c2ccccc2)c1C#N	i	0.3	0.2%	i	15.7	.	.	.	.	-0.75	1430	0.5	1271	.	.	.	-4.5	649
Oc1ccccc1C(=S)N1CCN(c2cccc(Cl)c2)CC1	i	0.9	-0.6%	i	18.0	i	11.8	34.4	31.8	.	.	2.4	1022	4.0	1.9	3.8	-3.3	672
O=C(O)c1cc(NN=Nc2cccc(S(=O)(=O)O)c2)cc([N+](=O)[O-])c1	i	0.3	-0.4%	i	35.1	.	.	.	.	.	.	.	.	.	.	.	2.0	810
COC(=O)C1CCN(C(=O)C2CCCCC2)CC1	?	.	0.0%	i	22.1	i	-1.4	5.2	5.6	-0.04	1243	.	.	1.0	2.6	7.0	5.7	717
Cc1ccc(NC(=O)c2oc3ccccc3c2C)c([N+](=O)[O-])c1	i	0.3	?	i	17.3	+	22.2*	-9.9	1.5	0.07	1234	.	.	4.5	3.9	2.7	4.3	715
Cc1ccc(/C(N)=N/OC(=O)N2c3ccccc3Sc3ccccc32)cc1	i	1.0	-0.3%	i	46.9	i	-9.4	.	.	.	.	.	.	3.9	1.5	5.8	.	.
Clc1ccc(-c2csc(N3CCC(c4ccccc4)C3)n2)cc1 (stereo unspecified)	i	2.0	-0.2%	i	55.6	i	2.9	-3.7	8.5	1.17	1465	0.0	1386	0.9	2.3	5.7	.	.
CC1(C)CC(=O)C=C(OC(=O)c2ccc(Cl)cc2)C1	i	0.8	-0.1%	i	47.3	i	7.1	7.1	9.6	0.16	1910	-2.2	1116	1.0	1.8	6.5	11.8	674
CCc1cc(=O)oc2cc(C)cc(O)c12	i	0.5	1.0%	i	12.5	i	-3.5	13.0	7.6	1.1	950	.	.	1.7	4.0	12.1	.	.
CC1=CC2=NCC(O)CN2C=C1 (stereo unspecified)	i	5.6	0.2%	i	46.4	i	2.5	-13.3	-23.9	-0.46	959	.	.	0.8	1.1	6.4	9.8	796
